Screening results from PubChem BioAssay.
FEN1 inhibitor = human FEN1 inhibition | P39748 | Recombinant FEN1 flap cleavage, fluorescence, 15 min | Potency, µM (top dose mostly 114 µM), without a hit: at the highest dose activity change, negative = inhibition, hits mostly inhibitors | hit rate 0.35% among 390,000 | AID 588795; note: nearly all actives have a fitted effect of over 65% in size
Target sequence (P39748 whole entry, looked up): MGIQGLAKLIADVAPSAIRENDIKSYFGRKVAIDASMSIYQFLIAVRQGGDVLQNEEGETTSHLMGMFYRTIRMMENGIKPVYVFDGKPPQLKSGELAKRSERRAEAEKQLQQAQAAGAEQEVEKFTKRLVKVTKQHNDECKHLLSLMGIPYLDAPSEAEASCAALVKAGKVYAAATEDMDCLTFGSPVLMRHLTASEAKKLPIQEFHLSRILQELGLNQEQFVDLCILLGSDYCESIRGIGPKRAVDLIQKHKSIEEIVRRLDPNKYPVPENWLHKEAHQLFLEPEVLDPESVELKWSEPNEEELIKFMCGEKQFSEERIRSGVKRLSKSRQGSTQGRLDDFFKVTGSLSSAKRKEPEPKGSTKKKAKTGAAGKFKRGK
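Steps: FEN1 (10 nM) dispensed; compound added by pin tool; 15 min at room temperature; substrate added to 50 nM final; reads at 0 min and 15 min; data normalized and fitted (four-parameter Hill).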
TDP1 inh = inhibitors of human tyrosyl-DNA phosphodiesterase TDP1 | hit rate 0.28% among 350,000 | Q9NUW8 | Potency, µM (series often up to 130 µM), for the others: at the highest dose activity change, negative = inhibition, actives largely listed as inhibitors | recombinant TDP1, AlphaScreen DNA substrate cleavage; note: nearly all actives have a fitted effect of over 40% in size
Target sequence (Q9NUW8 whole entry, looked up): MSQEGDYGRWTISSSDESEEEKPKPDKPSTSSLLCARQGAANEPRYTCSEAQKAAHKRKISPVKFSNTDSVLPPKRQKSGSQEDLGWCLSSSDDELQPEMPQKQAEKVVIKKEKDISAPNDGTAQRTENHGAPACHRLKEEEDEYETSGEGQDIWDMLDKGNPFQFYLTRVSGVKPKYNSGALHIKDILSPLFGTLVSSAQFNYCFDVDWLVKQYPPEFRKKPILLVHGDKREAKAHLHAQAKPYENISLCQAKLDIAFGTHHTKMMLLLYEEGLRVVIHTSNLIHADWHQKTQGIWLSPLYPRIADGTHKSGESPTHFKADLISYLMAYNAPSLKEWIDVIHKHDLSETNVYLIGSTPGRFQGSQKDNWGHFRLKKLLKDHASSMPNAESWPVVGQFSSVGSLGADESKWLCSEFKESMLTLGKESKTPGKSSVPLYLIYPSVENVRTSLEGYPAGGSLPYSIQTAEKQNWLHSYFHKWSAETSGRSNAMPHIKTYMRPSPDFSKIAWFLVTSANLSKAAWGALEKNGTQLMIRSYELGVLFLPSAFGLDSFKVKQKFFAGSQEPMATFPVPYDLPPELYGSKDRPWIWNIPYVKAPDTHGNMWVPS
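AlphaScreen read-out: signal falls as enzyme removes the 3' tyrosine-FITC from a 5'-biotinylated DNA oligo (15 nM, 5 min, RT). Enzyme was E. coli-made recombinant Tdp1 at 1 nM, exposed to compound for 15 min beforehand; beads 10 ug/ml, 10 min.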
N370S GC = inhibitors or activators of N370S glucocerebrosidase for Gaucher disease; P04062; N370S GC spleen homogenate, 4MU-glucoside fluorescence; Potency, µM (titrated, usually from 59.4 µM), for inactives: at the top dose activity change, negative = inhibition, actives largely listed as inhibitors; hit rate 0.092% among 330,000; AID 2101;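 note: 0% = full enzyme activity and -100% = no enzyme basal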
The depositor's hits bear a star; ? = inconclusive; nt = no result given; & = joins results of further samples; [ ] = another dose, or the depositor's remark. Calls come from the whole dose curve; as a rule, active = well fitted curve in the direction sought with a large enough effect; inconclusive = small, poorly fitted or top-dose-only effect, or another doubt; inactive = no such curve, though single readings can be large; an effect the other way counts as inactive or inconclusive. Unless noted, % is set by controls: 0 for no effect and ±100 for the full control effect; potency is the fitted concentration of half-maximal effect.

structure,FEN1 inhibitor,TDP1 inh,N370S GC
CC(=O)c1cccc(NC(=S)N2CCN(c3ccccn3)CC2)c1,-1.9%,2.1%[56.1 µM],-10.6%
COc1ccccc1N1CCN(C(=O)Cc2cccs2)CC1,-3.5%,2.6%,-1.9%
CN(C)C(=O)c1ccc(-c2nccc(NCc3cccnc3)n2)cc1,nt,-1.8%,15.7%
CC(=O)Nc1cc(NC(C)=O)cc(C(=O)NC(C)(C)C)c1,13.0%,4.7%,21.2%
Cc1ccc(C(=O)CSC2=C(C#N)C(c3ccco3)C3=C(CCCC3=O)N2)cc1 (configuration not stated),-5.8%,6.6%,10.2%
CCN1CCN(C(=O)c2ccc(Cl)c(S(=O)(=O)N3CCOCC3)c2)CC1,-2.3%,2.8%,10.8%
CCC(C)(C)NC(=O)C(c1ccccc1F)N(Cc1ccco1)C(=O)c1csnn1 (configuration not stated),-3.2%,-1.0%,-21.3%
CC(C)c1cccc2nc3c(c([Si](C)(C)C)c12)Cn1c-3cccc1=O,nt,6.3%,?
CC(=O)c1c(COC(=O)c2ccc(C)cc2)nc2ccccc2[n+]1[O-],-1.5%,8.2%,9.5%
Cc1ccc(CNc2ncnc3onc(C)c23)cc1,4.2%,3.2%,nt

A draw from above in order of heavy-atom count, smallest number first:
structure,FEN1 inhibitor,TDP1 inh,N370S GC
CC(=O)Nc1cc(NC(C)=O)cc(C(=O)NC(C)(C)C)c1,13.0%,4.7%,21.2%
COc1ccccc1N1CCN(C(=O)Cc2cccs2)CC1,-3.5%,2.6%,-1.9%
CC(=O)c1cccc(NC(=S)N2CCN(c3ccccn3)CC2)c1,-1.9%,2.1%[56.1 µM],-10.6%
CC(=O)c1c(COC(=O)c2ccc(C)cc2)nc2ccccc2[n+]1[O-],-1.5%,8.2%,9.5%

Continued.
structure,FEN1 inhibitor,TDP1 inh,N370S GC
CC(C)c1cc(C(=O)N2CCCC(C(=O)c3ccc4ccccc4c3)C2)on1 (configuration not stated),?,-2.7%,?
COc1cc(C)c(NC(=O)Cc2ccsc2)cc1OC,-0.3%,5.7%,-0.5%
Cc1cc(N2CCOCC2)n2ncc(-c3ccc(Cl)cc3)c2n1,1.4%,-4.1%,6.6%
CCOC(=O)CNc1ccc(OC(F)(F)F)cc1,-1.0%,2.9%,-15.0%
COc1ccc2[nH]c(=O)c(CN(CC3CCCO3)C(=O)Nc3ccccc3OC)cc2c1 (configuration not stated),-14.9%,0.0%,13.2%
Cc1cccc(NC(=S)N(CCN2CCOCC2)Cc2cc3cc4c(cc3[nH]c2=O)OCO4)c1,4.8%,-7.3%,-14.2%
CC(=O)N/N=C(\N)c1nonc1N,-15.5%,2.6%,2.6%
CCCCCCCCCC(=O)N1c2ccccc2NC(=O)C1CC(=O)Nc1ccc(C(=O)O)cc1 (configuration not stated),3.1%,nt,-9.1%
CCC1CCCCN1CCCNC(=O)c1ccc(CS(=O)(=O)Cc2ccccc2F)o1 (configuration not stated),-8.1%,0.0%,-11.7%
COc1cc(Cn2c(=O)oc3ccc(C)cc32)ccc1OC(C)C,6.9%,-2.7%,18.1%
CCOC(=O)c1sc2nc(CC(=O)OC)nc(NCc3ccco3)c2c1C,-11.6%,6.9%,-3.5%
CC(Oc1ccc2c3c(c(=O)oc2c1)CCCC3)C(=O)NCC1CCC(C(=O)O)CC1 (configuration not stated),17.9%,3.0%,-0.3%
COc1c(C(O)CC(C)C)ccc2c1C(=O)OCc1cc(C)cc(O)c1O2 (configuration not stated),2.1%,-5.1%,-21.9%
Cc1cc(NC(=O)c2sc3ccccc3c2O)no1,3.0%,7.6%,?
Cc1ccc(NC(=O)CSc2nnc(C)c(=O)[nH]2)cc1,15.7%,-1.1%,nt
CCOc1ccc(C(C(=O)NC2CCCCC2)N(CCOC)C(=O)c2snc(C(N)=O)c2N)cc1 (configuration not stated),22.7%,nt,5.0%
COc1ccc(CNC(=O)/C=C/c2cc([N+](=O)[O-])ccc2OC(F)F)cc1,-6.1%,2.0%,16.1%
Cc1ccc(C)c(NC(=O)N2CCN(C(=O)c3nsc4ccccc34)CC2)c1,15.5%,0.0%,nt
COc1ccccc1-n1cnnc1SC1CCOC1=O (configuration not stated),5.8%,1.1%,7.0%
COC(=O)c1ccc(C(NC(=O)OCc2ccccc2)/C(F)=C/[C@@H](C)C(=O)NCc2ccc(-c3ccccc3)cc2)cc1 (some centres not stated),-2.2%,2.6%&6.3%,11.8%&-2.0%
CCOc1ccc(NC(=O)N(C2CCCCCC2)C2CCN(C(C)=O)CC2)cc1,-1.8%,2.5%,-24.3%
Cc1cc(NC(=O)C(C)C)ncc1NC(=O)Cc1ccccc1,6.9%,0.0%,3.1%
Cc1cc(C)n(C(=O)C(C)n2nc([N+](=O)[O-])c(Br)c2C)n1 (configuration not stated),8.3%,1.8%,0.7%
N#C/C(=C/c1cn(Cc2ccc(F)cc2)c2ccccc12)C(=O)Nc1cccc(Cl)c1,89.1µM*,-3.1%[12.3 µM],nt
Cn1c(SCC(=O)NCCN2C(=O)CSC2=O)nnc1-c1ccccc1,1.3%,0.0%,?
CCOc1ccc(-n2c(Cc3cc(=O)[nH]c(=O)[nH]3)nnc2SCC(=O)OC)cc1,-5.7%,-1.2%,-9.6%
Cc1ccc(S(=O)(=O)c2nnn3c2nc(N2CCN(c4cccc(C)c4C)CC2)c2ccccc23)cc1C,22.1%,6.2%,nt
CCC(NC(=O)c1ccccc1NC(=O)c1ccc(OC)cc1)C(=O)N1CCCC1 (configuration not stated),22.1%,-1.3%,-28.2%
O=C(NCCCN1CCOCC1)C(=O)N/N=C/c1c(Cl)cccc1Cl,6.4%,-2.5%,-5.0%
CCOC(=O)c1cccc(NC(=O)CN(c2ccc(C)cc2)S(=O)(=O)c2c(C)n[nH]c2C)c1,4.5%,-2.0%,-20.2%

Two entries from above, with values under each structure.
Every second line gives: FEN1 inhibitor	TDP1 inh	N370S GC
- CCOc1ccc(NC(=O)N(C2CCCCCC2)C2CCN(C(C)=O)CC2)cc1
    -1.8%	2.5%	-24.3%
- CCOC(=O)c1cccc(NC(=O)CN(c2ccc(C)cc2)S(=O)(=O)c2c(C)n[nH]c2C)c1
    4.5%	-2.0%	-20.2%

(next part)
structure,FEN1 inhibitor,TDP1 inh,N370S GC
CC1=C(C(=O)N2CCN(c3ccccc3)CC2)C2(CCCCC2)OC1=O,10.1%,6.9%,nt
Cc1cccc(CCNC(=O)C2CCN(S(=O)(=O)c3c(C)nn(C)c3C)CC2)c1,5.2%,5.0%,2.8%
Cc1cccc(/C=N\Nc2nnc(-c3ccccc3)c(=O)[nH]2)c1,-1.2%,6.7%,-14.3%
COc1cccc(-c2nc(CS(=O)(=O)CC(=O)NCCc3ccc(OC)cc3OC)c(C)o2)c1,-17.9%&-3.2%,5.0%&6.9%,-10.5%
CCc1cc2c(cc(C(=O)O)n2C)s1,-4.5%,1.8%,0.6%
Cc1ccc(S(=O)(=O)Nc2ccc(S(=O)(=O)N3CCOCC3)cc2)cc1[N+](=O)[O-],-8.4%,0.4%[0.0935 µM],-0.6%
CC(C)C(=O)Nc1cccc(C(=O)Nc2nccs2)c1,9.3%,5.1%,4.6%
COc1ccccc1N(C(=O)CNC(=O)c1ccco1)C(C(=O)NCC1CCCO1)c1ccccc1 (configuration not stated),-5.4%,nt,-5.2%
O=C(COC(=O)c1cccc(S(=O)(=O)N2CCN(c3ccccc3)CC2)c1)NCC1CCCO1 (configuration not stated),-15.0%,-3.1%,-1.1%
CCCn1c(N)c(C(=O)CSc2nc3ccccc3c(=O)n2Cc2ccccc2)c(=O)[nH]c1=O,0.9%,1.2%,6.9%
CC(C)CCNC(=O)C12CN(Cc3ccccc3)CC1C(c1ccc([N+](=O)[O-])cc1)=NO2 (configuration not stated),-18.2%,-3.2%,25.7%
CCN(CC)CCNC(=O)Cc1nn(Cc2ccccc2)c(=O)c2ccccc12,-0.4%,2.8%,13.5%
CN1CCN(S(=O)(=O)c2ccc3c(c2)NC(=O)C2CCCN32)CC1 (configuration not stated),-0.7%,4.8%,-4.7%
COc1cc(OC)c(S(=O)(=O)Nc2ccc(C(=O)N3CCCC3)cc2)cc1NC(C)=O,4.7%,7.5%,2.0%
COc1ccc(-c2csc(N(CC3CCCO3)C(=O)c3ccco3)n2)cc1 (configuration not stated),-19.3%,0.0%,8.1%
Cc1nc2[nH]c(=O)[nH]c(=O)c2[nH]1,nt,4.4%,0.3%
Cc1ccc(S(=O)(=O)CCC(=O)Nc2sccc2C#N)cc1,8.9%,11.5%,-17.6%
O=C(CCc1ccccc1)N(Cc1cccnc1)c1nc2c(F)cc(F)cc2s1,10.9%,0.0%,nt
COc1ccccc1-c1cc(-c2ccc(C)cc2)nc(SCc2nnc(-c3ccccc3)o2)c1C#N,-13.2%,2.1%,2.9%
COc1ccc(C2=Nn3c(nnc3-c3cccnc3)SC2)cc1,-9.0%,2.4%,6.2%
COc1cc(/C=C/C(=O)N2CCCN(C(=O)/C=C/c3cc(OC)c(OC)c(OC)c3)CC2)cc(OC)c1OC,?,0.0%,-0.1%
Cc1nc(NS(=O)(=O)c2ccccc2)sc1NC(=O)OCCN(C)C,-10.2%,-9.1%,4.1%
COC(=O)C1=C(C)OC(N)=C(C#N)C1c1ccco1 (configuration not stated),6.5%,-3.3%[56.1 µM],5.2%
COc1ccc(Oc2ccc(C(F)(F)F)cc2NC(=O)c2ccc(F)cc2)cc1,-8.8%,-3.9%,21.0%
Fc1cccc(-c2nnn3c2nc(NC2CCCCC2)c2ccccc23)c1,14.4%,1.3%,nt
COc1cc(NC(=O)C/C(C)=N/NC(=O)Cc2ccccc2)c(OC)cc1Cl,-6.2%,5.4%,2.9%
O=C(NCc1ccc2c(c1)OCO2)c1ccc(CS(=O)(=O)Cc2cccc(Cl)c2)o1,-9.3%,4.7%,5.8%
O=C(Nc1ccc(C(=O)OC2CCCCC2)cc1)c1ccncc1,-14.6%,2.4%,-16.3%
COc1ccccc1C1(O)C(=O)Nc2ccc(C)cc21 (configuration not stated),2.6%,nt,-0.4%
Cc1ccc(NC(=O)CN2CCCCCC2)c(Br)c1,0.4%,0.0%,2.4%
CC1CCN(C(=O)c2cc(Cl)nc3ccccc23)CC1,2.3%,-1.4%,0.9%
c1ccc(CNc2oc(-c3ccccc3)nc2-c2cccc3ccccc23)cc1,nt,4.4%,2.1%
CCN(C(=O)c1ccc(=O)[nH]c1)c1c(N)n(Cc2ccccc2)c(=O)[nH]c1=O,-12.1%,-8.1%,nt
N#CCCn1cnc2ccccc21,2.6%,2.1%,2.3%
O=C(CSC1=Nc2ccccc2C2CC=NN12)Nc1ccc2c(c1)OCO2 (configuration not stated),-15.4%,6.0%,?
Cc1ccnc(NC(=O)c2ccc(Cl)s2)c1,15.2%,0.3%,-3.2%
COc1ccc(C(=O)N2CCC(=O)N(C(CO)Cc3ccccc3)CC2)cc1 (configuration not stated),-0.5%,-2.6%,4.5%
COc1cc(CN(C)CC2CCCN(CCc3ccccc3F)C2)cc(Cl)c1OC (configuration not stated),13.0%,-14.5%,-3.1%
Cc1ccc(OCCNC(=O)c2cc(-n3cnnc3)ccc2Cl)cc1C,4.3%,5.8%,-4.1%
COC(=O)[C@@H]1C[C@H]1[C@@H](NS(=O)(=O)c1ccc2ccccc2c1)c1ccccc1,nt,11.1%,12.1%
COc1ccccc1NC(=O)CN1CCN(c2ccc(Cl)cc2)CC1,-1.2%,0.0%,-8.8%
Cn1cc(NC(=O)c2cc(NC(=O)c3cc(NC=O)cn3C)cn2C)cc1C(=O)NCCC(=N)N,nt,5.2%,-8.0%
Cc1cc2c(cc1S(=O)(=O)CCC(=O)N1CCN(c3ccccc3)CC1)OCC(=O)N2,11.7%,1.3%,nt
CCOC(=O)Cc1cc(=O)n2[nH]c(-c3ccccc3)cc2n1,0.3%,3.2%,-23.2%
CCCOc1ccc(N2C(=O)CC(N(Cc3ccco3)C(=O)CCC(=O)O)C2=O)cc1 (configuration not stated),-8.5%,1.2%,-3.6%
O=S(=O)(c1ccccc1)N1CCCN(S(=O)(=O)c2ccccc2)CC1,-14.0%,nt,-16.2%
Cc1ccc(C)c(S(=O)(=O)N2CCCOC2CNC(=O)C(=O)NCCN2CCOCC2)c1 (configuration not stated),-0.8%,-1.1%,-5.3%
COc1ccc2c(c1OC)c(=O)n1c3ccc(OC(C)C(=O)NCCN4CCOCC4)cc3c3ccnc2c31 (configuration not stated),-13.0%,nt,?
CC1=C(c2ccc(C)c(C)c2)S(=O)(=O)N=C1N1CCC(C(=O)NCc2ccc(N(C)C)cc2)CC1,-9.2%,5.8%,nt
